# Compound activity as filed in PubChem.
# SIAE inh – inhibitors of human sialic acid acetylesterase SIAE; 0.69% of 370,000 active; inhibition, % at 9.66 µM; Q9HAT2; AID 1053197; SIAE FP-Rh probe binding, fluorescence polarization;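 active = inhibition above a cutoff: mean of compounds within the control limits plus 3 SD of those, cut at about 17% in these data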;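 note: 0% = plate median of compound wells and 100% = probe without SIAE protein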
# PRMT1 FP inh – blocks human protein arginine methyltransferase 1; 1.3% of 370,000 active; recombinant PRMT1, activity-based probe fluorescence polarization; inhibition, % at 2.79 µM; AID 652257; Q99873;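 active = inhibition above about 21% made by adding two undisclosed values, limit read from the data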
# Target sequence (Q99873 whole entry, looked up): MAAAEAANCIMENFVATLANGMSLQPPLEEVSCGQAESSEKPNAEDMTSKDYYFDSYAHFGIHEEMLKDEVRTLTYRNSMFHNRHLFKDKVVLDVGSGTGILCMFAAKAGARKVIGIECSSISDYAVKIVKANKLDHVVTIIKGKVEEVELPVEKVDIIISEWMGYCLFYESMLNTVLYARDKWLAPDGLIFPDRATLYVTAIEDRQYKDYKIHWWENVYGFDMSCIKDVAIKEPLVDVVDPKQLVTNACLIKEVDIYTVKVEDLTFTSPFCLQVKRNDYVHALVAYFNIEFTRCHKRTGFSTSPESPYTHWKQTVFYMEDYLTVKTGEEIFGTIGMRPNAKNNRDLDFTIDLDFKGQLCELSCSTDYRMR
# mABHD4 FP – inhibits mouse alpha/beta hydrolase domain 4; purified mABHD4, FP-Rh probe fluorescence polarization; inhibition, % at 8.92 µM; Q8VD66; 0.54% of 370,000 active;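 active = inhibition exceeding the mean over every tested compound plus 3 SD, cut at about 30% in these data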;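 note: 0% = plate median of compound wells and 100% = S159A mutant with DMSO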
# Target sequence (Q8VD66 whole entry, looked up, the tested form may be a part): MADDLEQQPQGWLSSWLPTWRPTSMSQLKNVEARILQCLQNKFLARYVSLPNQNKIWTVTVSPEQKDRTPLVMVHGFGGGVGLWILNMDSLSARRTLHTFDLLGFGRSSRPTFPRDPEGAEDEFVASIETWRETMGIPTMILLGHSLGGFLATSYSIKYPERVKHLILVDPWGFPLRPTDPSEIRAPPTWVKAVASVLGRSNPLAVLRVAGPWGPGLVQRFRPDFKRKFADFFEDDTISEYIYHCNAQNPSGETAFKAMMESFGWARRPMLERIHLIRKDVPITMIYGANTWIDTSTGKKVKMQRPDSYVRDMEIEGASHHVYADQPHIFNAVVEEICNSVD
#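 Material: mouse ABHD4 enzyme, wild type; Benchmarks: S159A mutant high control, sample median low control; Buffer or medium: HEPES pH 7.0, NaCl, Pluronic buffer; Signal: fluorescence polarization; Read-out: percent inhibition of probe binding, normalized to plate controls; Timing: pre-incubation 45 min, probe exposure 60 min, at 25 °C; Dosing: 8.92 µM, single dose.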
# HTRA1 inh – inhibitors of human serine peptidase HTRA1. AID 504803. Q92743. inhibition, % at 5.96 µM. 0.5% of 340,000 active. recombinant HTRA1, FP-rhodamine activity-based probe, fluorescence polarization; in the data active = inhibition above about 36%;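 note: 0% = enzyme with DMSO and 100% = wells lacking enzyme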
# NPR2 activator – GC-B (human) receptor activation; P20594; HEK293-GC-B cells, CNP EC30, cGMP TR-FRET; 0% at EC30 CNP, 100% saturating CNP; activation, % at 10 µM; 0.11% of 370,000 active; AID 1920062;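 active = activation at 10 µM reaching about 35% in either raw or pattern-adjusted values, limit read from the data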
# TDP2 inh – TDP2 (human) inhibition, absorbance primary screen. O95551. inhibition, % at 12.8 µM. recombinant TDP2, T5PNP hydrolysis, p-nitrophenol absorbance 415 nm. 0.34% of 370,000 active;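 active = inhibition above the mean of all tested compounds plus 3 SD, set per campaign, cut at about 25% in these data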;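 note: 0% = DMSO with enzyme and 100% = buffer with substrate but no TDP2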
# Target sequence (O95551 whole entry, looked up): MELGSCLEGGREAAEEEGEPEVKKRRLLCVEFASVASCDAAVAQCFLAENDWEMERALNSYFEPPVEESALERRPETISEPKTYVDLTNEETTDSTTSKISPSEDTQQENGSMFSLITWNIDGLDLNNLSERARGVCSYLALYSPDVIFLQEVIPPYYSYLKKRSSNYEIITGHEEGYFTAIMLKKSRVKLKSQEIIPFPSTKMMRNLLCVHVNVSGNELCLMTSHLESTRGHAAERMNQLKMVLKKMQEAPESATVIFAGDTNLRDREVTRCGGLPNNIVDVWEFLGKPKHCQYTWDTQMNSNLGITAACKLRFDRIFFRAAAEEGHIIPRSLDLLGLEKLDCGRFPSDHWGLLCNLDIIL
#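 Incubation: 2 h at 37 °C; Test system: recombinant human TDP2; Quantity: enzyme 120 nM; Read-out basis: percent inhibition; Medium: 50 mM Tris-HCl pH 7.5 with Mg2+, KCl, DTT, BSA; Repeats: single replicate; Compound: 12.8 µM single point, 1% DMSO; Signal: epi absorbance; Reagent: 5 mM T5PNP chromogenic substrate; Benchmarks: no-enzyme high, DMSO-plus-enzyme low.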
# MBD2 DNA inh – inhibitors of human MBD2 binding to methylated oligonucleotide; Q9UBB5; TR-FRET; inhibition, % at 4.4 µM; 0.31% of 370,000 active; in the data active = inhibition above about 13%
# LEDGF integ inh – blocks HIV-1 LEDGF/p75-dependent DNA integration; TR-FRET IN-LEDGF/p75 DNA integration, Eu/Cy5; inhibition, % at 3.7 µM; 0.64% of 370,000 active; AID 743269;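 active = inhibition above the screen-wide mean plus 3 SD, cut at about 13% in these data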;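 note: signal is the Cy5 over europium emission ratio at 671 and 618 nm; 0% = plate median of compound wells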
# rCAG binder – molecules binding r(CAG) RNA repeats; r(CAG) RNA repeat, TO-PRO-1 dye displacement fluorescence; inhibition, % at 3 µM; 1.3% of 370,000 active;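 active = inhibition above the plate cutoff, the mean of all test compounds on that plate plus 3 SD, cut at about 35% in these data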;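 note: 0% = DMSO alone and 100% = 100 µM mitoxantrone as full dye displacement; higher means more dye released from RNA so lower well fluorescence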
# TCR-CD3 inh – blocks the human TCR-CD3 interaction; AID 651800; inhibition, % at 9.4 µM; TAMRA-labeled TCR probe fluorescence, biochemical; 0.37% of 360,000 active; in the data active = inhibition above about 19%;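 note: recombinant mutant TCR 2C K166C tagged with TAMRA read by polarization; 0% = receptor in buffer alone and 100% = receptor with positive control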
# Active calls of the source: *; . = not tested or not shown; & = joins results of further samples. Some of the compounds tested; count on the stated rates, not on these rows.
no.	smiles	SIAE inh	PRMT1 FP inh	mABHD4 FP	HTRA1 inh	NPR2 activator
1	CCOC(=O)C1CCCN(C(=O)/C=C/c2ccccc2[N+](=O)[O-])C1 (centres undefined)	12	-1	0	-1	-1
2	CCCCC(=O)Nc1ccc(C(=O)NCCN2CCOCC2)cc1	-5	1	-5	-16	0
3	Cc1ccc(OCCn2cc(C(=S)N3CCCC3)c3ccccc32)cc1C	-4	0	-12	-22	0
4	COc1ccccc1C(=O)NCC(=O)OCC(=O)N1CC(C)OC(C)C1 (centres undefined)	2	-2	-4	2	-1
5	CCCCCCOc1ccc(N2C(=O)CC(N3CCC(C(=O)OCC)CC3)C2=O)cc1 (centres undefined)	0	9	4	-4	-10
6	CN(C)Cc1c(C(C)(C)O)[nH]c2cc(C(F)(F)F)ccc12	8	0	-6	.	2
7	CN(C(=O)c1cccc(NC(=O)Cc2ccc(NC(=O)C3CCCN(C(=O)C4CCC4)C3)cc2)c1)C1CC1 (centres undefined)	-2	2	3	3	5
8	Cn1c(CNc2ccc(Br)cc2)nc2ccccc21	3	3	-3	-4	1

no.	TDP2 inh	MBD2 DNA inh	LEDGF integ inh	rCAG binder	TCR-CD3 inh
1	3	0	3	1	-2
2	11	0	-4	0	-3
3	-9	-4	-1	4	2
4	-9	4	7	-1	0
5	-6	-1	-4	-4	-9
6	-3	-1	-4	1	-7
7	5	0	-2	3	3
8	0	0	-3	0	-7

# At a glance, part of the list above:
no.	smiles	SIAE inh	PRMT1 FP inh	mABHD4 FP	HTRA1 inh	NPR2 activator
1	CCOC(=O)C1CCCN(C(=O)/C=C/c2ccccc2[N+](=O)[O-])C1 (centres undefined)	12	-1	0	-1	-1
2	CCCCC(=O)Nc1ccc(C(=O)NCCN2CCOCC2)cc1	-5	1	-5	-16	0
3	Cc1ccc(OCCn2cc(C(=S)N3CCCC3)c3ccccc32)cc1C	-4	0	-12	-22	0
4	COc1ccccc1C(=O)NCC(=O)OCC(=O)N1CC(C)OC(C)C1 (centres undefined)	2	-2	-4	2	-1
5	CCCCCCOc1ccc(N2C(=O)CC(N3CCC(C(=O)OCC)CC3)C2=O)cc1 (centres undefined)	0	9	4	-4	-10
6	CN(C)Cc1c(C(C)(C)O)[nH]c2cc(C(F)(F)F)ccc12	8	0	-6	.	2
7	CN(C(=O)c1cccc(NC(=O)Cc2ccc(NC(=O)C3CCCN(C(=O)C4CCC4)C3)cc2)c1)C1CC1 (centres undefined)	-2	2	3	3	5
8	Cn1c(CNc2ccc(Br)cc2)nc2ccccc21	3	3	-3	-4	1

no.	TDP2 inh	MBD2 DNA inh	LEDGF integ inh	rCAG binder	TCR-CD3 inh
1	3	0	3	1	-2
2	11	0	-4	0	-3
3	-9	-4	-1	4	2
4	-9	4	7	-1	0
5	-6	-1	-4	-4	-9
6	-3	-1	-4	1	-7
7	5	0	-2	3	3
8	0	0	-3	0	-7

# Other structures follow.
no.	smiles	SIAE inh	PRMT1 FP inh	mABHD4 FP	HTRA1 inh	NPR2 activator
9	CCN(CC)S(=O)(=O)c1cc(NC(=O)C2=COCCO2)ccc1Cl	-3	-1	-12	-13	-2
10	Cc1n[nH]c(=O)nc1N/N=C/c1cccs1	3	2	4	20	1
11	CC(=O)OC1CC2(C)C(CCC2(O)C(C)=O)C2CCC3C(Cl)C(=O)CCC3(C)C12 (centres undefined)	-11	1	-1	2	6
12	COCC(=O)N(C)c1nnc(-c2ccccn2)s1	-4	-1	-2	-4	1
13	OC1CCN(C(=S)NCCc2ccccc2)CC1	-4	1	4	-1	9
14	CCCCC(=O)Nc1ccc2c(c1)nc1n2CCN(CCOC)C1	6	-2	-3	.	4
15	COc1ccc(C(=O)Nn2c(SCc3ccc([N+](=O)[O-])cc3)nc3ccccc3c2=O)cc1	-59	3	-35	-40	9
16	CCc1ccc(NC(=O)Cc2cn(C)c3ccccc23)cc1	5	-2	3	-6	-5

no.	TDP2 inh	MBD2 DNA inh	LEDGF integ inh	rCAG binder	TCR-CD3 inh
9	-16	-1	-1	2	-9
10	4	3	-1	3	0
11	-1	1	-1	-1	11
12	11	8	4	-2	3
13	4	3	-2	-1	7
14	13	0	3	-3	6
15	2	1	5	25	5
16	-8	4	3	-1	5

# Going on with the list:
no.	smiles	SIAE inh	PRMT1 FP inh	mABHD4 FP	HTRA1 inh	NPR2 activator
17	O=C(COC(=O)CNC(=O)c1cc(Cl)cc([N+](=O)[O-])c1)NC(=O)NCc1ccco1	2	-1	-7	5	0
18	C/C(=N\OCC(=O)OCC(=O)N(Cc1ccccc1)C(C)(C)C)c1ccc2c(c1)OCO2	5	0	-4	1	-4
19	Cc1cc(C)cc(N(C(=O)C2CCCC2)C2C=CS(=O)(=O)C2)c1 (centres undefined)	1	-2	2	2	-13
20	O=C(O)COCC(=O)Nc1ccc(-n2nc(C(F)(F)F)cc2-c2cccs2)cc1	5	-1	4	.	-12
21	CCN(CC)C(=O)CC(c1ccc(N(C)C)cc1)c1c(OC)cc(OC)c2c(-c3ccccc3)cc(=O)oc12 (centres undefined)	7	4	14	-11	6
22	C/C(=N\NC(=S)NCc1ccccc1)c1ccco1	1	3	2	-3	-3
23	CCN(CC)Cc1c(O)ccc2c([N+](=O)[O-])c(C)n(-c3ccc(OC)cc3)c12	-3	-1	4	-3	-15
24	O=C(NCC(c1cccs1)N1CCOCC1)C1CCN(S(=O)(=O)c2cc(Cl)ccc2Cl)CC1 (centres undefined)	-1	-1	0	2	-3

no.	TDP2 inh	MBD2 DNA inh	LEDGF integ inh	rCAG binder	TCR-CD3 inh
17	0	2	-2	5	5
18	3	-4	6	-1	2
19	7	-2	-2	-7	0
20	12	5	2	16	7
21	-7	0	-5	9	-1
22	-8	0	-1	3	3
23	-1	-4	6	9	-7
24	2	-3	2	4	2

# (further entries)
no.	smiles	SIAE inh	PRMT1 FP inh	mABHD4 FP	HTRA1 inh	NPR2 activator
25	O=C1c2ccccc2C(O)(c2ccccc2)N1CCc1ccccc1 (centres undefined)	2	-2	-9	-20	-4
26	CN(CC(=O)Nc1cccc(F)c1)C(=O)C1(c2ccccc2)CC1	2	5	3	2	1
27	CCN(CC)c1nc2c(c(=O)[nH]c(=O)n2C)n1Cc1ccccc1	0	-3	0	3	-10
28	CCn1nnnc1SCC(=O)Nc1nc(C)c(C)s1	-2	-1	6	-1	0
29	Cc1cc(N2CCN(C)CC2)nc2ccc(NC(=S)N3CCN(c4ccc(F)cc4)CC3)cc12	1	0	8	-1	-2
30	CN(Cc1ccccc1NS(=O)(=O)c1ccc2ccccc2c1)C1CCCCC1	-3	3	3	-10	0
31	Cc1ccc(/C=C/C(=O)NCC2COc3ccccc3O2)o1 (centres undefined)	-15	34*	-3	-9	-5
32	Cc1ccc(NC(=O)C(=O)NCC2CCCN2S(=O)(=O)c2cccs2)c(C)c1 (centres undefined)	-2	1	-6	-4	4

no.	TDP2 inh	MBD2 DNA inh	LEDGF integ inh	rCAG binder	TCR-CD3 inh
25	2	-3	0	-8	1
26	3	-2	-2	0	-5
27	-3	4	1	2	8
28	-3	-4	-5	-2	1
29	6	5	-1	-6	1
30	-14	-1	2	-4	9
31	1	-3	2	7	-2
32	7	-5	-1	1	6

# Further results:
no.	smiles	SIAE inh	PRMT1 FP inh	mABHD4 FP	HTRA1 inh	NPR2 activator
33	CCOc1ccc(OCCCC(=O)ON=C(N)c2ccccc2Cl)cc1	1	4	-3	-9	0
34	Cn1c(N2CCOCC2)nc2c1c(=O)n(Cc1ccc(Cl)c(Cl)c1)c(=O)n2C	3	0	7	-4	19
35	O=C(Nc1ccc(N2CCOCC2)c(Cl)c1)c1ccc(Br)o1	0	-2	1	-7	-1
36	Nc1cc2c(cc1Cl)-c1ccc(Cl)cc1C2	14	0	1	.	-11
37	CC(=O)Nc1ccc(C2=NN(C)C(=NCc3ccccc3)SC2)cc1	-1	6	6	-3	-2
38	CCN(CC)CCNC(=O)c1ccc(Cl)c(S(=O)(=O)Nc2ccc(Cl)cc2)c1	3&3	-2&0	6&2	0&-3	0&-7
39	Cc1nc2ccccn2c1C(=O)c1ccccc1	3	-4	2	2	-4
40	CC(C)OC(=O)c1cccc(C(=O)Oc2ccc(Br)cc2)n1	14	0	-2	-5	-4

no.	TDP2 inh	MBD2 DNA inh	LEDGF integ inh	rCAG binder	TCR-CD3 inh
33	-11	-2	-10	-3	-5
34	-3	3	2	-7	-1
35	0	-2	-2	-3	0
36	10	4	2	5	2
37	29*	6	7	5	5
38	3&2	-5&3	2&-1	6&2	1&1
39	3	2	0	-1	6
40	2	2	-3	-5	-5

# Later entries.
no.	smiles	SIAE inh	PRMT1 FP inh	mABHD4 FP	HTRA1 inh	NPR2 activator
41	O=C(O)CCCC(=O)Nc1c(F)c(F)c(F)c(F)c1F	-4	-2	5	-18	6
42	Cc1ccc(NC2CCCN(C(=O)c3cccnc3)C2)cc1C (centres undefined)	-1	0	3	5	3
43	N#Cc1nc(-c2cccc3ccccc23)oc1N	3	2	-10	-9	-2
44	CCN(Cc1nc(-c2ccc(OC)c(OC)c2)no1)C(=O)c1ccc2c(c1)OCO2	-4	-5	-2	-3	-5
45	O=C(CN(Cc1ccc(F)cc1)C(=O)CCC(=O)Nc1nccs1)NCC1CCCO1 (centres undefined)	-1	3	0	-4	2
46	CCOCc1cc(CN2CCC(CCC(=O)NC3CC3)CC2)ccc1OC	-1	-3	-3	-6	-3
47	COc1ccccc1C(CNC(=O)c1cccc(S(=O)(=O)Nc2ccc(C)cc2)c1)N1CCCC1 (centres undefined)	7	3	1	-6	-2
48	Cc1ccc(-n2c(SCC(=O)c3ccc(Br)cc3)nnc2-c2ccncc2)cc1	-4	-2	-4	.	-19

no.	TDP2 inh	MBD2 DNA inh	LEDGF integ inh	rCAG binder	TCR-CD3 inh
41	3	0	4	-1	3
42	1	1	-6	-7	-4
43	-7	-1	1	8	-9
44	6	5	-1	-3	5
45	5	-1	3	-4	3
46	16	-3	-1	-3	-1
47	-1	0	-5	-2	-6
48	5	2	0	3	.

# New compounds follow.
no.	smiles	SIAE inh	PRMT1 FP inh	mABHD4 FP	HTRA1 inh	NPR2 activator
49	CC[C@H](C)C1NC(=O)[C@H](CC(=O)O)NC(=O)c2cc([N+](=O)[O-])cc(I)c2NCCC(C(N)=O)NC1=O (some centres undefined)	6	3	-1	-3	6
50	O=C(COC(=O)Cc1ccccc1)NCc1ccc2c(c1)OCO2	-2	0	3	1	5
51	CCCN1CCN(C(=O)C2CCCN(c3ncnc4c3nc3n4CCCCC3)C2)CC1 (centres undefined)	-2	1	0	1	1
52	O=C(O)Cn1cc(C(=O)C(F)(F)F)c2ccccc21	-6	1	1	2	1
53	CC1(Oc2cccc(C#N)c2)CCN(Cc2ccc(-c3ccccn3)cc2)C1 (centres undefined)	7	2	6	.	-4
54	CSCCC1NC(=O)N(CC(=O)Nc2ccc(-c3ccccc3)cc2)C1=O (centres undefined)	-13	4	-15	-19	0

no.	TDP2 inh	MBD2 DNA inh	LEDGF integ inh	rCAG binder	TCR-CD3 inh
49	-8	11	4	26	1
50	2	0	-2	0	-6
51	1	0	3	-8	9
52	-4	-1	-6	0	1
53	10	-4	1	1	2
54	0	2	0	16	-1
